GPR55 beta-arrestin – GPR55 agonists via beta-arrestin recruitment, primary screen, imaging, U2OS cells, beta-arrestin-GFP redistribution (AID 1961) | U2OS GPR55 beta-arrestin-GFP redistribution imaging; higher % means a stronger effect | activation, % at 10 µM; hits with a dose series show EC50 in µM | hit rate 0.048% among 290,000;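 active = activation above 40% with more than 50 cells counted in the well; inconclusive = wells holding fewer than 50 cells, flagged as toxic or sparse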;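 also: U2OS osteosarcoma cells stably expressing GPR55 and beta-arrestin-GFP; plate controls were DMSO negative control for no effect and LPI positive control for full effect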
KOR beta-arrestin-1 – KOR agonists, beta-arrestin recruitment, primary screen, cell-based, luminescence, uHTS (AID 1777). KOR beta-arrestin recruitment, luminescence; higher % means a stronger effect. activation, % at 10 µM; hits with a dose series show EC50 in µM. hit rate 0.02% among 280,000; in the data active = activation above about 50%, passing the limit was not always enough; also: a part of the inactive calls stands beside numbers as strong as those of hits
T cell HTS – modulators of CD8 T cell-vesicle binding, primary screen, mouse 2C CD8+ T cells, flow cytometry; hit rate 0.068% among 330,000; 2C CD8+ T cell-vesicle binding; hits give low values; calls only at 7 µM; AID 2052, 2009;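 active = response, share of CD8 T cells binding vesicles, and their 90th percentile fluorescence all below set limits, cut at about 80% in these data, passing the limit was not always enough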
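Read-out – percent CD8+ FL2 mean versus row control · System – murine 2C transgenic CD8+ T lymphocytes · Times – 1.5 h cell–vesicle binding at 37 °C, then 20 min icy labelling · Control set – naked vesicles low, QL9 vesicles with vehicle high · Detection – cytometric PE anti-B7-1 and Alexa647 anti-CD8 signals after 1% paraformaldehyde fixation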
NTR1 agonist – agonists of NTR1, primary screen, imaging, U2OS cells, beta-arrestin-GFP, high content (AID 493036); Neurotensin receptor type 1 (Homo sapiens), P30989; NTR1-U2OS beta-arrestin-GFP spot imaging, agonist mode; activation, % at 20 µM; hit rate 0.17% among 330,000;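 active = activation at or above 40% of the spot to cytoplasm intensity ratio, with at least 20 cells analyzed; inconclusive = wells under 20 cells, flagged as cytotoxic or low count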;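 also: 0% = DMSO without peptide and 100% = 100 nM NTR1 peptide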
Target sequence (P30989 whole entry, looked up): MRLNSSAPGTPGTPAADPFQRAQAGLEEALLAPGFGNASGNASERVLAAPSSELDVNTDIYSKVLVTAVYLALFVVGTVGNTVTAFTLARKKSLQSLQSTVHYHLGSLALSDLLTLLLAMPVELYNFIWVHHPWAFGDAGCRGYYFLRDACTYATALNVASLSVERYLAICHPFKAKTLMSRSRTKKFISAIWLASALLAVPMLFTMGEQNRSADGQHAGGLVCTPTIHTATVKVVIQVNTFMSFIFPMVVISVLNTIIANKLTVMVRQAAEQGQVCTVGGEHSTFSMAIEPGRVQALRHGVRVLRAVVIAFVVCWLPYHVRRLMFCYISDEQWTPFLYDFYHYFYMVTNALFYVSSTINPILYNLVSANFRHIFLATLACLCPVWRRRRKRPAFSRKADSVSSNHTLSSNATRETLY
GPR55 LPI antagonism – GPR55 antagonists blocking LPI-driven arrestin recruitment, primary screen, imaging, U2OS, beta-arrestin-GFP, LPI agonist (AID 2013); G-protein coupled receptor 55 (Homo sapiens); U2OS GPR55 beta-arrestin-GFP translocation imaging, LPI antagonism; higher % means a stronger effect; inhibition, % at 10 µM, or IC50 in µM where a hit was titrated; hit rate 0.13% among 290,000;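 active = spots per cell inhibited over 60%, with over 100 cells counted and total cytoplasm intensity under 500,000; inconclusive = wells with under 100 cells, flagged as likely toxic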;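 also: U2OS cells stably carrying GPR55 and arrestin-GFP stimulated by 5 µM LPI near EC80; imaged beta-arrestin-GFP aggregate spots per cell after agonist stimulation; plate controls were LPI-stimulated DMSO wells for no effect and DMSO wells without LPI for full effect; some results filed as inactive read as strong as hits; confirmed hits need IC50 under 10 µM and bright autofluorescent wells are also inconclusive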
KOR beta-arrestin-2 – KOR antagonists, beta-arrestin recruitment, cell-based, luminescence, uHTS (AID 1778). KOR beta-arrestin recruitment, luminescence, antagonist mode; higher % means a stronger effect. one-dose inhibition, % at 10 µM; IC50 in µM for titrated hits. hit rate 0.091% among 290,000; also: strong numbers were not always called active
NOD1 inhibition – NOD1 signaling inhibitors, primary screen, cell-based, luminescence, uHTS (AID 1578); one-dose inhibition, % at 4 µM; EC50 in µM for titrated hits; NOD1-driven NF-kB luciferase reporter cells, luminescence; higher % means a stronger effect; hit rate 1% among 290,000; in the data active = inhibition mostly above about 36%, no sharp cut-off; inactive = mostly below about 34%;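 also: HEK-293T reporter cells stimulated with the NOD1 agonist gamma-tri-DAP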
Myeloid diff 2 – induction of myeloid progenitor differentiation, primary screen, cell-based, flow cytometry, MLPCN library; AID 624256, 2012; calls only at 10 µM; ER-HoxA9 myeloid progenitors, lysozyme-GFP differentiation; hit rate 1% among 360,000;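 active = normalized GFP-positive differentiation at or above the plate's own cutoff, the solvent-only control mean plus 3 SD; inconclusive = no clear call, values can overlap the other calls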;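 also: cells exposed to compound for four days before flow analysis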
HEK293 NOD2/NF-kB – NOD2 signaling inhibitors, cell-based, luminescence, uHTS, HEK293 (AID 1566); hit rate 0.63% among 290,000; HEK293 NOD2/NF-kB luciferase reporter, luminescence; higher % means a stronger effect; inhibition, % at 4 µM, or EC50 in µM where a hit was titrated; also: many of its hits are not listed in these tables
T cell HTS vesicle-bound % – further read-out of T cell HTS, marked with its call; double positive events, %; measured here: CD8+ vesicle-bound cell fraction;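 binding gate set so that unloaded-vesicle control wells show 10% double positive cells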
NTR1 agonist cell count 20 µM – also measured in NTR1 agonist; calls as there; cell count; measured here: cell count, cytotoxicity flag
Myeloid diff 2 GFP+ MAC1+ % – second read-out of Myeloid diff 2, no call of its own (marks repeat the call); GFP+ MAC1+ double positive, %; measured here: differentiation confirmed by MAC1 staining
* = called active by the depositor; i = inactive; ? = inconclusive; . = no result given; [ ] = remark or other dose. Rule as the data show it, unless noted: active = inhibition above about 50%; inactive = the rest. These rows are one share of the data, so the mix of outcomes need not match the whole.

SMILES	GPR55 beta-arrestin	KOR beta-arrestin-1	T cell HTS	T cell HTS vesicle-bound %	NTR1 agonist	NTR1 agonist cell count 20 µM	GPR55 LPI antagonism	KOR beta-arrestin-2	NOD1 inhibition	Myeloid diff 2	Myeloid diff 2 GFP+ MAC1+ %	HEK293 NOD2/NF-kB
COc1ccc(NC(=O)c2nc[nH]c2C(=O)Nc2ccccc2C)cc1	-0.1%	-1.9%	i	42	1.4	42	18%	-31%	-4%	?	.	-32%
COC(=O)C1=CN(c2ccc(F)cc2)C=C(C(=O)OC)C1c1ccc([N+](=O)[O-])cc1	-0.1%	0.4%	i	67	1.3	77	-2%	2%	-7%	i	0.3	8%
Cc1ccc2nc(NC(=O)c3ccc4ncsc4c3)sc2c1	-0.3%	4.4%	i	37	-0.5	131	0%	-27%	-16%	i	1.6	-92%
O=C(O)C(c1ccccc1)N1C(=O)c2cccc3cccc(c23)C1=O (stereo unspecified)	-0.2%	-5.0%	i	40	-0.2	53	2%	-9%	6%	i	0.4	10%
COc1cccc(/C=C2\SC(=O)NC2=O)c1OCc1ccc(C(=O)O)cc1	-0.1%	-1.8%	i	40	-0.9	38	3%	-54%[20 µM]	-32%	i	0.6	-5%
CN(C)c1ccc(-c2nn3c(-c4ccc(Cl)cc4Cl)nnc3s2)cc1	0.3%	-1.7%	.	.	.	.	-10%	-94%	.	.	.	-3%
CC(C)C(C)NC(=O)COc1ccc([N+](=O)[O-])cc1Cl (stereo unspecified)	-0.2%	0.3%	i	63	1.4	88	8%	-4%	-20%	i	0.1	11%
COc1cc(/C=C2\SC(=S)N(NS(=O)(=O)c3ccccc3)C2=O)cc(OC)c1OC	-0.1%	7.0%	i	31	-0.2	56	-1%	19%	8%	i	0.2	9%
CSc1ccccc1OCc1cc(C(=O)N2C[C@H]3CC[C@H]2C3)no1	-0.1%	1.1%	i	38	1.4	60	11%	12%	-40%	i	4.0	-15%
CCCNC(=O)N[C@@H](CCSC)C(=O)OC	-0.1%	1.7%	i	25	0.7	57	0%	8%	-16%	i	7.7	-5%
CCOc1ccc(C(Nc2ccc(C)cc2)P2(=O)OCC(C)(C)CO2)cc1 (stereo unspecified)	0.0%	1.8%	i	16	0.6	54	25%	-16%	53%	i	0.9	17%
COc1ccc(S(=O)(=O)N2CCOCC2)cc1C(=O)N1CCCCC1	0.2%	4.1%	i	63	1.0	75	0%	-21%	-17%	i	1.7	4%
CC(=O)Nc1ccc(S(=O)(=O)NCCc2cc3ccc(C)c(C)c3[nH]c2=O)cc1	0.2%	-2.3%	i	44	0.3	52	-3%	20%	-7%	i	1.1	0%
CC(=O)Nc1ccc(S(=O)(=O)N/N=C/c2ccc(C)o2)cc1	0.2%	-4.0%	i	58	0.2	44	4%	27%	-28%	?	.	8%
Cc1c(Cl)c([N+](=O)[O-])nn1Cc1ccc(C(=O)N/N=C\c2ccccn2)o1	0.4%	-2.9%	i	50	.	.	4%	3%	-1%	i	0.3	7%
O=C(NC(=S)Nc1ccccc1O)c1ccc(-c2ccc(Cl)cc2)o1	-0.1%	0.8%	i	58	0.8	40	13%	-11%	-36%	i	0.4	4%
Fc1cccc(C[n+]2csc3ccccc32)c1	0.3%	0.5%	i	39	2.1	78	0%	-9%	-3%	i	5.0	22%
CCC(C)[C@H](NC(=O)[C@@H]1CSC2c3ccccc3C(=O)N21)C(=O)NCc1ccncc1 (stereo partly specified)	0.3%	-4.9%	i	24	-0.2	62	18%	34%	-10%	i	3.6	4%
O=C(C1CCCO1)N1CCN(C(=S)Nc2ccccc2)CC1 (stereo unspecified)	-0.3%	2.7%	i	42	-0.4	48	5%	-17%	-27%	i	0.4	14%
CCN1CCN(C2CCCCC2NS(=O)(=O)c2ccccc2)CC1 (stereo unspecified)	-0.1%	1.0%	i	8	0.7	73	11%	11%	-25%	i	0.7	-1%
Cc1c(CCC(=O)NCCCn2ccnc2)c(=O)oc2c(C)c3occ(C(C)(C)C)c3cc12	-0.1%	7.6%	i	22	2.3	53	-9%	-84%	-6%	i	1.5	20%
O=S1(=O)Cc2cc3ccccc3cc2C1	-0.2%	-1.4%	i	26	-1.1	36	16%	-19%	-26%	i	0.1	8%
COc1cc(OC)cc(C(=O)NC2CCN(CC(=O)Nc3cccc4ccccc34)CC2)c1	-0.4%	1.3%	i	9	-0.6	55	13%	-3%	37%	i	0.7	0%
O=S(=O)(NCCc1csc(-c2ccc(C(F)(F)F)cc2)n1)c1ccc2c(c1)OCCO2	-0.3%	3.0%	i	21	2.4	104	0%	-34%	29%	i	1.7	26%
CC(C)(C)c1ccc(C(=O)Nc2nnc(Cc3c[nH]c4ccccc34)s2)cc1	-0.3%	19%	i	14	36	59	-5%	-17%	48%	i	0.7	10%
COc1cc(C(=O)N/N=C/c2ccc(OC)c(CN3CCN(c4ccc(F)cc4)CC3)c2)ccc1O	1.0%	-2.6%	i	7	1.5	45	10%	-6%	22%	i	0.5	6%
Cc1ccc(S(=O)(=O)N2CCC(C(=O)NNC(=O)c3ccc(F)cc3)CC2)cc1	-0.3%	-5.2%	i	51	-0.1	34	2%	-14%	-20%	i	0.1	-4%
OC(CNCCNc1ncccc1C(F)(F)F)COc1ccc(F)cc1 (stereo unspecified)	1.0%	2.2%	i	25	-0.2	49	2%	20%	12%	i	0.9	4%
CCOc1ccc(/C=N/Nc2ccc(C(F)(F)F)cc2[N+](=O)[O-])cc1O	-0.2%	-4.6%	i	41	6.3	64	12%	6%	17%	i	0.4	20%
N#C/C(=C\c1ccccc1OCc1ccc(C(=O)O)cc1)c1ccccc1	0.6%	-4.1%	i	45	-0.7	101	1%	-18%	-32%	i	0.3	1%
Cc1nn(CCc2nc(-c3ccco3)cs2)c2[nH]c(=O)cc(C(F)(F)F)c12	-0.2%	4.0%	i	41	0.4	52	-7%	8%	-1%	i	1.6	10%
Cc1ccc(NC(=O)Cc2ccc(-n3cccc3)cc2)c(C)c1	-0.3%	7.8%	i	49	-1.3	31	8%	20%	-1%	i	1.1	20%
C/C(CC(=O)Nc1ccc([N+](=O)[O-])cc1)=N/NC(=O)C1CC12CCC2 (stereo unspecified)	0.0%	0.3%	i	7	-1.1	45	4%	18%	-21%	i	0.6	0%
O=S(=O)(Nc1cccc(-n2cnnn2)c1)c1ccc(Cl)nc1	-0.1%	-5.0%	i	42	0.3	53	2%	-15%	-15%	i	0.6	2%
CC(C)[C@H](N)c1nnc(SC/C=C/c2ccccc2)o1	-0.2%	1.8%	i	56	1.6	79	11%	10%	5%	i	1.1	5%
O=C(NCCCN1CCCC1)c1ccc2c(c1)N(Cc1ccccc1)CCS2	-0.3%	4.2%	i	23	5.5	67	-3%	10%	-7%	i	0.5	-7%
CC(C)(C)C(=O)Nc1nnc(SCC(=O)NC2CCCC2)s1	-0.1%	1.3%	i	27	0.0	52	-4%	-4%	4%	i	0.0	-35%
O=C(NCc1ccccc1)c1cc2ccc(O)cc2oc1=O	0.5%	7.8%	i	65	0.3	51	4%	-4%	-53%	i	0.8	-22%
O=C(O)CCc1ncc(C(F)(F)F)cc1Cl	-0.1%	-5.9%	i	39	-1.9	81	11%	15%	-10%	i	0.1	11%
CCOC(=O)C(Cc1c(F)cccc1F)(NC(C)=O)C(=O)OCC	0.3%	-4.6%	i	13	0.0	83	6%	-30%	-31%	i	1.7	-9%
CN(C(=O)c1ccc2nccnc2c1)C1CCCCC1	0.0%	2.2%	i	34	0.5	42	5%	-4%	-1%	i	0.5	9%
COc1ccc(CCC(=O)Nc2ccc3c(c2)OCCO3)cc1	0.3%	5.6%	i	3	-1.3	82	15%	-28%	-64%	i	1.6	-14%
CCCCCCNC(=O)Nc1ccccc1	-0.2%	-1.2%	i	35	2.6	91	6%	5%	-35%	i	10	-14%
Cc1nc(Nc2ccc(O)cc2)c2c3c(sc2n1)CCCC3	-0.1%	-4.9%	i	42	9.5	62	-8%	15%	19%	i	0.0	21%
COC(=O)c1ccc(NC(=O)C(=O)c2cccn2C)cc1	0.2%	-2.1%	i	32	-1.7	42	-7%	-24%	-6%	i	0.2	-67%
CN(C)S(=O)(=O)c1cccc(NC(=O)c2cc(=O)[nH]c3ccccc23)c1	-0.1%	-5.5%	i	55	-0.5	91	7%	-15%[20 µM]	-23%	i	0.2	12%
C=CCn1c(O)c(N=NC(=O)CNC(=O)/C=C/c2ccco2)c2ccccc21	-0.4%	-5.8%	i	56	0.9	53	2%	14%	2%	i	7.2	18%

Reformatted: entries from further up.
structure,GPR55 beta-arrestin,KOR beta-arrestin-1,T cell HTS,T cell HTS vesicle-bound %,NTR1 agonist,NTR1 agonist cell count 20 µM,GPR55 LPI antagonism,KOR beta-arrestin-2,NOD1 inhibition,Myeloid diff 2,Myeloid diff 2 GFP+ MAC1+ %,HEK293 NOD2/NF-kB
CCCCCCNC(=O)Nc1ccccc1,-0.2%,-1.2%,i,35,2.6,91,6%,5%,-35%,i,10,-14%
Cc1nc(Nc2ccc(O)cc2)c2c3c(sc2n1)CCCC3,-0.1%,-4.9%,i,42,9.5,62,-8%,15%,19%,i,0.0,21%
COC(=O)c1ccc(NC(=O)C(=O)c2cccn2C)cc1,0.2%,-2.1%,i,32,-1.7,42,-7%,-24%,-6%,i,0.2,-67%
CN(C)S(=O)(=O)c1cccc(NC(=O)c2cc(=O)[nH]c3ccccc23)c1,-0.1%,-5.5%,i,55,-0.5,91,7%,-15%[20 µM],-23%,i,0.2,12%
C=CCn1c(O)c(N=NC(=O)CNC(=O)/C=C/c2ccco2)c2ccccc21,-0.4%,-5.8%,i,56,0.9,53,2%,14%,2%,i,7.2,18%
